Screening data as filed in PubChem BioAssay.
AmpC inh no detg: blocks E. coli AmpC beta-lactamase in detergent-free assay. P00811. AmpC nitrocefin hydrolysis, absorbance 480 nm, 0.0001% Triton. Potency, µM (highest dose often 57.1 µM), for the others: at the highest dose activity change, negative = inhibition, actives largely listed as inhibitors. actives 0.52% (n = 330,000). AID 485341;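 also: potency is read from the fitted curve at half-maximal effect; plate controls were no compound for no effect and no enzyme for full effect; nearly all actives have a fitted effect of over 20% in size; some results filed as inactive show a strong effect at the top dose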
Target sequence (P00811 whole entry, looked up): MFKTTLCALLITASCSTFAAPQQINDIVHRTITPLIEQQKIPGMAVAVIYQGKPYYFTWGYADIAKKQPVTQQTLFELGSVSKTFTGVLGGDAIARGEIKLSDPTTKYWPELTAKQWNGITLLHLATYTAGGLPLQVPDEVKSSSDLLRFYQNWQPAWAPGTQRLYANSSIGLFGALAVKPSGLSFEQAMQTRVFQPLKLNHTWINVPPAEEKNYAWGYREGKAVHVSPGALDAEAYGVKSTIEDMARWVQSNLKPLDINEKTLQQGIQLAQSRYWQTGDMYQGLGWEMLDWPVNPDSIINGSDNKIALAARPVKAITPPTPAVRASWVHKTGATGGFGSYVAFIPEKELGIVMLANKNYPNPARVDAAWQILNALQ
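20 mM phosphate pH 7.0 + 0.01% (detergent screen) or 0.0001% Triton X-100; 5.3 nM AmpC reagent; cpd preinc 15 min RT; nitrocefin (800 uM stock) to start; A480 q20 s × 4 min; Activity was normalised to no-enzyme and no-compound control wells.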
TbPYK inhibitor: blocks Trypanosoma brucei pyruvate kinase | Potency, µM (doses to about 76.8 µM), inactives show at the highest dose activity, negative = inhibition, hits mostly inhibitors | actives 0.12% (n = 410,000) | TbPYK enzyme, Kinase-Glo Plus ATP luminescence, 45 min | AID 624173; also: potency is read from the fitted curve at half-maximal effect; nearly all actives have a fitted effect of over 50% in size
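Enzyme and substrate buffer are dispensed first and compound is pin-transferred. ADP at 130 uM final then starts the reaction, which runs 45 min at room temperature. Detection reagent is added for 10 min before luminescence is imaged.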
LmPK inhibitor: LmPK (Leishmania mexicana) enzyme inhibition. actives 0.37% (n = 290,000). AID 1721. Potency, µM (doses to about 57.5 µM), for inactives: at the top dose activity change, negative = inhibition, actives largely listed as inhibitors. purified LmPK, Kinase-Glo ATP luminescence, 1 h; also: potency is read from the fitted curve at half-maximal effect
Target sequence (Q27686 whole entry, looked up): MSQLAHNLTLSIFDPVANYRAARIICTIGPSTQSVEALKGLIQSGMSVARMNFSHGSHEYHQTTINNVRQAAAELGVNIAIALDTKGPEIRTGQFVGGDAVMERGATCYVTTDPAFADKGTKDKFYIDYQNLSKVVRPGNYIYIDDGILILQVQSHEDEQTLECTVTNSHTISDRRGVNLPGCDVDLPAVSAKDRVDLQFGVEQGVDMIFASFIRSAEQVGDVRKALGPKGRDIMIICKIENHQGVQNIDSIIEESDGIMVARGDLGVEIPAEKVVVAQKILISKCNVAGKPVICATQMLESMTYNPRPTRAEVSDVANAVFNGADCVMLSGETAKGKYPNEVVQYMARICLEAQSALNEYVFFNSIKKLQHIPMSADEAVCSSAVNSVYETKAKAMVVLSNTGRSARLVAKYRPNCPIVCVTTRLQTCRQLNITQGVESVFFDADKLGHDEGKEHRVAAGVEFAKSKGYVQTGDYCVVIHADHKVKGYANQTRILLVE
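qHTS format; LmPK 0.1 nM; substrates PEP 0.5 mM and ADP 0.1 mM. One-hour room-temperature incubation, then coupled luciferase luminescence; 0.5 nM enzyme wells mark activation.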
HCMV antiviral: inhibitors of human cytomegalovirus; HFF cells, HCMV-luciferase reporter, 72 h; stronger effect = lower value; actives 4.5% (n = 410,000); AID 1259415; activity change, negative = inhibition, % at 57.5 µM; in the data active = activity change below about -60%; inconclusive = no clear call, values can overlap the other calls; inactive = above about -39%
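After 16 h attachment at 37C, HFF cells received test compound and HCMV-luciferase (1 PFU/cell); reporter luminescence read 72 h later, data normalized against buffer-only and known inhibitor Salinomycin.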
HCV inh: inhibitors of hepatitis C virus infection; Huh7.5.1 HCVcc-Cre infection, luciferase reporter, 44 h; Potency, µM (highest dose often 41.8 µM), inactives show at the highest dose activity change, negative = inhibition, most hits filed as inhibitors; actives 3.4% (n = 340,000); AID 651820; also: potency is read from the fitted curve at half-maximal effect
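After 44 h co-culture of compound, cells and HCVcc-Cre (~0.5 moi), substrate is added for 15 min at room temperature and luciferase measured over 15 sec. Cells were seeded at 1,000/well and pre-cultured 4 h.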
AMA1-RON2 inh: inhibitors of Plasmodium falciparum AMA1-RON2 interaction; AlphaScreen AMA1-biotinylated RON2 peptide binding; Potency, µM (titrated, usually from 58.2 µM), for the others: at the highest dose activity change, negative = inhibition, usual class: inhibitors; actives 0.2% (n = 360,000); AID 720542;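 also: potency is read from the fitted curve at half-maximal effect; 0% = vehicle wells and -100% = peptide control; nearly all actives have a fitted effect of over 45% in size; some results filed as inactive show a strong effect at the top dose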
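AMA1 (3D7) with his tag at 25 nM final met compounds first, then biotinylated RON2 peptide at 25 nM; detection used donor plus acceptor beads, 10 µg/mL apiece, read by AlphaScreen after 30 min at room temperature.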
AmpC inh detg: AmpC beta-lactamase inhibition with detergent present; P00811; AmpC hydrolysis of nitrocefin, absorbance 480 nm, 0.01% Triton; Potency, µM (highest dose often 114 µM), for inactives: at the highest dose activity change, negative = inhibition, most hits filed as inhibitors; actives 0.041% (n = 370,000); AID 485294;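 also: potency is read from the fitted curve at half-maximal effect; 0% = no-compound wells and -100% = no-enzyme wells; nearly all actives have a fitted effect of over 25% in size; some results filed as inactive show a strong effect at the top dose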
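20 mM phosphate pH 7.0 + 0.01% (detergent screen) or 0.0001% Triton X-100; 5.3 nM AmpC reagent; cpd preinc 15 min RT; nitrocefin (800 uM stock) to start; A480 q20 s × 4 min; Activity was normalised to no-enzyme and no-compound control wells.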
The depositor's hits bear a star; u = inconclusive; x = not tested or not shown; & = joins results of further samples; [ ] = dose if it differs, or a comment. Unless noted, calls follow the shape of the dose curve; as a rule, active = well fitted curve in the direction sought with a large enough effect; inconclusive = small, poorly fitted or top-dose-only effect, or another doubt; inactive = no such curve, though single readings can be large; an effect the other way counts as inactive or inconclusive. Unless noted, % is scaled to controls: 0 for no effect and ±100 for the full control effect.

SMILES	AmpC inh no detg	TbPYK inhibitor	LmPK inhibitor	HCMV antiviral	HCV inh	AMA1-RON2 inh	AmpC inh detg
Cc1ccc2occ(/C=N/NC(=O)c3ccc(O)cc3)c(=O)c2c1	-37%	9%	-1%	-25	-24%	139%[activator]	1%
CC1CCCCC1NC(=O)Cn1cnc2c1c(=O)n(C)c(=O)n2C (stereo unspecified)	-20%	2%	x	-16	-3%	6%	x
COC(=O)[C@@H](NC(=O)Nc1ccc(OC)cc1)C(C)C	-9%	2%	-4%	36	7%	-7%	-2%
CCCCNC(=O)c1onc(CSc2ccc(OC)cc2)c1C(=O)O	-21%	-12%	4%	17	-5%[8.37 µM]	-4%	u
O=C(N/N=C1\CCc2ccccc21)c1ccncc1	-18%	-9%	-17%	48	24%	7%[11.6 µM]	u
COc1ccccc1C(=O)Nc1c(C(=O)N(C)c2ccccc2)sc2nc(C)cc(C)c12	x	-2%	x	-9	x	x	0%
CCOC(=O)C1=CCC(c2ccccc2Cl)N(S(=O)(=O)c2ccc(C)cc2)C1 (stereo unspecified)	x	-1%	x	-17	x	-1%	x
O=c1[nH]c(CSc2ncc(C(F)(F)F)cc2Cl)nc2ccccc12	-20%	10%	0%	6	-5%	-2%	-2%
CNc1oc(-c2ccc(OCc3ccccc3)cc2)nc1C#N	-20%	-2%	2%	5	u	-15%	-2%
COc1ccccc1NC(=O)CC(c1ccc(F)cc1)c1ccco1 (stereo unspecified)	-37%	-3%	1%	2	-4%	6%	11%
CCC(=O)N1CCc2cc(OC)c(OC)cc2C1COc1ccc2c(C)cc(=O)oc2c1 (stereo unspecified)	x	-1%	x	16	x	x	-9%
Cc1cc(CN(C)C(=O)c2ccc3nc(Cc4ccccc4F)oc3c2)on1	-11%	1%	-6%	9	u	2%	1%
COC(=O)c1nccnc1N	x	4%	x	13	23%	11%	x
CC1(C)CN=C(N2CCN(C3=NCC(C)(C)S3)CC2)S1	-16%	x	0%	x	x	x	u
COC(=O)C1=C(c2ccc(F)cc2OCc2ccccc2)C[C@@H]2CC[C@H]1N2C(=O)NCCOc1ccccc1	-2%	-6%	x	3	u	-6%	-1%
Cc1cc(C(=O)Nc2ccc(S(=O)(=O)N3CCOCC3)cc2)c(C)o1	2%	1%	4%	16	6%	-10%	-4%
CCOc1ccc(C(=O)CCC(=O)NNC(=O)c2ccccc2O)cc1	-24%	5%	x	-16	6%	41%[activator]	u
COc1ccc(O)c(-c2[nH]ncc2C(=O)c2cccc(C)c2)c1	-10%	-11%	-4%	-36	9%	103%[activator]	0%
Nc1ccccc1SCC(=O)Nc1cccc2ccccc12	-24%	0%	3%	51	0%	-7%	-3%
COc1cccc(NS(=O)(=O)c2c(C)n(C)c(=O)n(C)c2=O)c1	-9%	-1%	-1%	-70*	14%	6%	u

Reprinted from the entries so far, 2 compounds:
SMILES	AmpC inh no detg	TbPYK inhibitor	LmPK inhibitor	HCMV antiviral	HCV inh	AMA1-RON2 inh	AmpC inh detg
Cc1ccc2occ(/C=N/NC(=O)c3ccc(O)cc3)c(=O)c2c1	-37%	9%	-1%	-25	-24%	139%[activator]	1%
CC1CCCCC1NC(=O)Cn1cnc2c1c(=O)n(C)c(=O)n2C (stereo unspecified)	-20%	2%	x	-16	-3%	6%	x

(further entries)
SMILES	AmpC inh no detg	TbPYK inhibitor	LmPK inhibitor	HCMV antiviral	HCV inh	AMA1-RON2 inh	AmpC inh detg
Cc1c(C(=O)NCc2ccccn2)sc2nc(-c3ccc(F)cc3)cn12	148%[activator]	x	-3%	-16	u	17%	u
COc1ccccc1C(=O)Nc1ccnn1C1CCN(Cc2csc(C(C)=O)c2)CC1	57%	-6%	0%	17	-13%	1%	-2%
COCCn1c(NCc2ccc(C)cc2)nc2c1c(=O)[nH]c(=O)n2C	-14%	-5%	-2%	2	10%	6%	-12%
O=C(Nc1ccccc1F)c1ccc(CSc2ncccn2)cc1	-4%[2.29 µM]	-10%	16µM*	3	24%	0%	u
CC(=O)c1c(C)[nH]c(C(=O)N2CCC3(CC2)OCCO3)c1C	-8%	1%	2%	93	19%	15%	u
CN(C)S(=O)(=O)c1ccc(C(=O)Nc2nnc(SCc3cccc(F)c3)s2)cc1	-15%	2%	-2%	-4	40%[activator]	-1%	-5%
COc1ccc(CC(=O)Nc2c3c(nn2-c2cccc(Cl)c2)CS(=O)(=O)C3)cc1	-11%	-6%	3%	-10	-9%	-5%	-3%
Nc1cccc(-c2cc3ccccc3oc2=O)c1	-7%	6%	-18%	u	-27%	13%	-4%
COC(=O)[C@H](C)NC(=O)NCc1ccc(F)cc1	-15%	3%	-6%	4	20%	0%	2%
CC(=O)O/C(=C1\CC2C3CC=C4CC(OC(C)=O)CCC4(C)C3CCC2(C)C1=O)C(F)(F)F (stereo unspecified)	x	-1%	x	u	-30%	87%[activator]	x
COc1ccccc1NC(=O)CCC(=O)N1CC(C)Oc2ccc(C)cc21 (stereo unspecified)	34%	5%&1%	-4%	-3&3	-17%	-4%	-15%&18%
CCc1ccccc1NC(=O)CSc1nnc(CNC(=O)c2ccco2)n1C	-6%	-2%	-3%	-22	6%	28%	4%
CC/C(=N\N1CCCCC1)c1c(O)[nH]c(=O)[nH]c1=O	-10%	1%	0%	9	12%	8%	4%
COc1cccc(C(NC(C)=O)c2nc(-c3ccncc3)cs2)c1 (stereo unspecified)	x	-6%	x	16	x	-7%	x
CCC(=O)N(c1nnc(SCC(=O)NN2C(=O)NC3(CCCCC3)C2=O)s1)C1CC1	-13%	9%	x	-8	6%	-13%	-26%
Cc1cc(C)cc(OCC(=O)NCc2cc(C)nc3ccccc23)c1	-4%	-3%	1%	-20	-19%	5%	2%
COc1cccc(OC)c1OCC(=O)Nc1ccc(S(=O)(=O)N2CCCC2)cc1	-12%	0%	x	-25	8.9µM*	-8%	x
CC1Cc2ccccc2N1C(=O)COC(=O)c1cc(Br)ccc1O (stereo unspecified)	-39%	2%	x	-18	u	-3%	-15%
Cc1ccc(-c2n[nH]c(=S)n2C)cc1Cl	-22%	u	3%	0	29%	52%[activator]	5%
O=C1CC(NNc2ccccc2)C(=O)N1c1cccc(Cl)c1 (stereo unspecified)	-35%	-12%	3%	19	-9%	40%[activator]	u
CNC(=O)C(=O)NCC1OCCN1S(=O)(=O)c1ccc([N+](=O)[O-])cc1 (stereo unspecified)	-10%	-18%	-1%	-1	19%	57%[activator]	u
O=C(C[n+]1cc(-c2ccccc2)n2c1CCC2)c1cccs1	0%[11.4 µM]	1%	1%	5	-28%	-6%	-11%
COc1ccc(S(=O)(=O)N2CCCC(C(=O)NCc3ccco3)C2)cc1Cl (stereo unspecified)	-28%	4%	5%	25	u	-1%	-4%
Cc1nc(N2CCOCC2)nc(N2CCCCC2)c1[N+](=O)[O-]	-5%	-2%	-3%	14	u	0%[11.6 µM]	9%
O=C(c1ccc2c(=O)n(Cc3ccco3)c(=S)[nH]c2c1)N1CCN(Cc2ccccc2)CC1	65%[activator]	-3%	3%	19	u	29%	u
COc1ccc(C2CCCN2C(=S)Nc2ccc(C)c(C)c2)cc1OC (stereo unspecified)	-2%	-9%	3%	u	-20%	-10%	3%
COc1ccc(CNc2oc(COc3ccc(Cl)cc3)nc2C#N)cc1	-21%	-2%	6%	34	u	-28%	u
COc1cccc(C(NC(C)=O)c2nc(-c3ccc(OC)nc3)cs2)c1 (stereo unspecified)	x	-1%	x	-37	x	-1%	x
CC(C)c1cc(C(=O)NNC(=S)NCc2ccco2)c(O)c(C(C)C)c1	-21%	2%	-1%	u	u	45%[activator]	-13%
N#Cc1c(NCCCO)nc(-c2ccco2)c2c1CCCC2	51%	-10%	4%	-21	10µM*	10%	1%
O=C(COC(=O)Cc1ccsc1)NCC12CC3CC(CC(C3)C1)C2	33%	-5%	7%	2	8%	-1%	1%
CCN(CC)CCn1c(NS(=O)(=O)c2ccc(C)cc2)nc2ccccc21	-15%	4%	x	19	10%	-6%[11.6 µM]	5%
C/C(=N\NC(=S)NC(C)C)c1ccc(Cl)c([N+](=O)[O-])c1	8%	-12%	3%	0	u	38%[activator]	-3%
CNC(=S)Nc1cc(OC)ccc1OC	-8%	0%	2%	u	8%	-4%	1%
CCOC(=O)Cc1cc(-c2ccc(OC)cc2)nc2ccc3ccccc3c12	-4%	10%	3%	-9	u	13%	-16%
O=C(CSc1nc2ccccc2c(=O)[nH]1)Nc1nc(-c2ccc(Br)cc2)cs1	-22%	2%	-8%	-25	2%	16%	2%
Cc1noc(C(=O)NCc2ccco2)c1Cl	-1%	-12%	1%	19	6%	-1%	u
CCOC(=O)c1ccc(NC(=O)c2cn(-c3ccccc3)nc2-c2ccc(C)cc2)cc1	x	-1%	x	20	x	x	15%
Cc1ccc(-n2c(-c3ccccc3)nnc2-c2cccs2)cc1	-15%	-4%	2%	-38	17%	-3%	-4%
Cc1ccc(S(=O)(=O)CCc2nnc(NC(=O)C3CCCO3)s2)cc1 (stereo unspecified)	-16%	0%	3%	-5	-1%	10%	3%
COc1ccc(C(=O)NNc2ncnc3c2cnn3-c2ccccc2)cc1	x	-2%	x	-19	x	x	-8%
Cc1ccc(-c2nc(CS(=O)CC(=O)NCc3ccccc3Cl)c(C)o2)cc1 (stereo unspecified)	x	2%	x	-10	x	x	-13%
COc1ccc(CCN(C(=O)c2snc(C(N)=O)c2N)C(C(=O)NCC2CCCO2)c2ccc(F)cc2)cc1OC (stereo unspecified)	121%[activator]	-17%	-6%	12	-10%	-5%	-11%
CN1OC[C@@H]2CN(S(=O)(=O)c3cccc(C(F)(F)F)c3)[C@H](c3ccc(N4CCCCC4)cc3)C[C@@H]21	x	-1%	x	36	x	1%	x
CN(Cc1ccccc1F)c1ncnc2sccc12	-7%	-2%	2%	u	u	-3%	-2%
CCOC(=O)c1c(C=O)c2sc(C)cc2n1C	-7%	-8%	-8%	-15	0%	12%	-5%
COc1ccc2cc(C(=O)C3CCCN(C(=O)c4cnn(C(C)C)c4)C3)ccc2c1 (stereo unspecified)	159%[activator]	u	1%	24	-4%	-1%	-13%

Retrieved by compound from the list above (3):
SMILES	AmpC inh no detg	TbPYK inhibitor	LmPK inhibitor	HCMV antiviral	HCV inh	AMA1-RON2 inh	AmpC inh detg
CN1OC[C@@H]2CN(S(=O)(=O)c3cccc(C(F)(F)F)c3)[C@H](c3ccc(N4CCCCC4)cc3)C[C@@H]21	x	-1%	x	36	x	1%	x
CCOC(=O)c1c(C=O)c2sc(C)cc2n1C	-7%	-8%	-8%	-15	0%	12%	-5%
COc1ccc(CCN(C(=O)c2snc(C(N)=O)c2N)C(C(=O)NCC2CCCO2)c2ccc(F)cc2)cc1OC (stereo unspecified)	121%[activator]	-17%	-6%	12	-10%	-5%	-11%
